NALP1 inh = blocks the NALP1 inflammasome reconstituted in yeast. S. cerevisiae NALP1/ASC/caspase-1 growth, X-gal OD620, 72 h. inhibition, % at 10 µM. 280,000 compounds, 0.61% hits; in the data active means inhibition mostly above about 24%, no sharp cut-off; inactive means mostly below about 32%; further: some compounds called inactive have numbers as strong as hits
MEKK2 WT-MEK5 = raises or lowers MEK5 binding to wildtype human MEKK2 PB1 domain | Q9Y2U5 | bead flow cytometry, Alexa488-MEK5 binding to MEKK2 WT; actives lie on both sides | binding response (% of control), % at 10 µM | 290,000 compounds, 1.1% hits | AID 1531; in the data active means binding response below about 67% or above about 130%
PHOSPHO1 inh = blocks human PHOSPHO1 phosphatase activity. 290,000 compounds, 1.1% hits. Q8TCT1. recombinant PHOSPHO1, absorbance phosphatase assay. inhibition, % at 13.3 µM; in the data active means inhibition above about 60%
MEKK2 mut-MEK5 = signal of MEK5 binding to mutant human MEKK2 PB1 domain; bead flow cytometry, Alexa488-MEK5 binding to MEKK2 mutant; percent response, % at 10 µM; 290,000 compounds, 0.35% hits; AID 1530; in the data active means percent response above about 24%, passing the limit was not always enough; further: inactives centre near 1; some results filed as inactive read as strong as hits; reference of the scale not given here
GPR7 antag = antagonists of human GPR7 (neuropeptides B/W receptor 1); P48145; GPR7-expressing cells, fluorescence antagonist assay; inhibition, % at 4.4 µM; 290,000 compounds, 1.1% hits; in the data active means inhibition above about 16%, passing the limit was not always enough;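 further: cells stimulated with the agonist NPW; 0% = agonist with vehicle and 100% = vehicle without agonist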
V1R ag counter = activates human V1a receptor in oxytocin agonist counter-screen; P37288; CHO-V1R cells, Fluo-8 calcium fluorescence, agonist mode; 0% DMSO, 100% 3 nM vasopressin; activation, % at 3 µM; 320,000 compounds, 0.25% hits; AID 2797;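 active means activation above the mean activation of all tested compounds plus 3 SD, per screening run, cut at about 20% in these data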;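 further: signal is peak over basal fluorescence ratio across a 100 second FLIPR read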
Target sequence (P37288 whole entry, looked up): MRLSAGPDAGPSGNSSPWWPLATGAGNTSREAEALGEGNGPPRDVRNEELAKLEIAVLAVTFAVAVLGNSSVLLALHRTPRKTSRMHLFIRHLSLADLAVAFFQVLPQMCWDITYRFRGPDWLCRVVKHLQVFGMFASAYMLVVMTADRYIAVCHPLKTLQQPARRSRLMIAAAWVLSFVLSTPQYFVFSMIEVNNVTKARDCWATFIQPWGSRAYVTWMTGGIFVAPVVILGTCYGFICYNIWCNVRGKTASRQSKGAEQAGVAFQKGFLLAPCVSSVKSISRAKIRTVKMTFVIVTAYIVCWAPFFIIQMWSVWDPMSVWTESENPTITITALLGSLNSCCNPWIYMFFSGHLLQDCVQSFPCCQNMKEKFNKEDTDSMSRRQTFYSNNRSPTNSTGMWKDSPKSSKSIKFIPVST
OXTR ag = activates the human oxytocin receptor | P30559 | CHO-OTR cells, Fluo-8 calcium fluorescence; normalized: DMSO 0%, oxytocin 100% | 320,000 compounds, 0.32% hits | activation, % at 3 µM | AID 2435;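 active means activation above the mean of all tested compounds plus 3 SD, cutoff set per screening run, cut at about 20% in these data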;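 further: peak over basal fluorescence ratio from a 100 s FLIPR kinetic read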
GalR3 antagonist = antagonists of human GalR3; AID 651719; 360,000 compounds, 0.44% hits; HEK293 GalR3-CNG cAMP membrane potential fluorescence; galR3 body fused to GalR1 C-terminus; O60755; inhibition, % at 3 µM;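 active means inhibition above the screen-wide average plus 3 SD, cut at about 13% in these data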;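 further: forskolin and galanin both at EC90 stimulate the cells; cAMP rise reported by CNG channel membrane potential dye signal; 0% = forskolin plus galanin with DMSO and 100% = forskolin alone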
MEKK3 PB1 HTS = raises or lowers MEK5 binding to the human MEKK3 PB1 domain; 290,000 compounds, 1.4% hits; binding response (% of control), % at 10 µM; bead-based flow cytometry, Alexa488-MEK5 binding to MEKK3; actives lie on both sides; 0 = blocked by unlabeled MEK5, 100 = vehicle;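 active means binding response more than 3 SD above or below the average of its plate-row segment, actives on both sides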;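 further: Alexa488 bead fluorescence after subtracting the streptavidin-only scavenger bead signal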
Target sequence (Q99759 whole entry, looked up, the tested form may be a part): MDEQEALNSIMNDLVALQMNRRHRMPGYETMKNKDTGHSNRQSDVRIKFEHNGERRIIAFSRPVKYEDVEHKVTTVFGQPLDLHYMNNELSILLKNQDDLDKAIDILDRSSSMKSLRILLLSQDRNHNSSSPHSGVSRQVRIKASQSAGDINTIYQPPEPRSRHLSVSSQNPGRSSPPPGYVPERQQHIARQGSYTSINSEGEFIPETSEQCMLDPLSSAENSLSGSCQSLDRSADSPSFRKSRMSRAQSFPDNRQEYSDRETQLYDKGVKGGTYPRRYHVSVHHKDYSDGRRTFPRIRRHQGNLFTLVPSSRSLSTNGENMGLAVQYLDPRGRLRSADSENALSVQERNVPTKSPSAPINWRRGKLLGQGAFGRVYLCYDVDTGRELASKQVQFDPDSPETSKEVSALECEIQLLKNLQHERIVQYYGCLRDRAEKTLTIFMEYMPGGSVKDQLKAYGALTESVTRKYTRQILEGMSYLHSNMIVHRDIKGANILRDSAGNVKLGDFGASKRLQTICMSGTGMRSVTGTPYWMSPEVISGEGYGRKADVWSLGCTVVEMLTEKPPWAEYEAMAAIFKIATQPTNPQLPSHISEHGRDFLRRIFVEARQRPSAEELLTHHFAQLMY
Starred values were filed as active, the others as inactive; / = not tested or not shown; & = joins results of further samples.

SMILES | NALP1 inh | MEKK2 WT-MEK5 | PHOSPHO1 inh | MEKK2 mut-MEK5 | GPR7 antag | V1R ag counter | OXTR ag | GalR3 antagonist | MEKK3 PB1 HTS
CC1CN(S(=O)(=O)c2cccc(C(=O)NN3CCN(C)CC3)c2)CC(C)O1 (configuration not stated) | 38.5 | 97.0 | 16.7 | 9.0 | 0.8 | 0.5 | 1.6 | -11.5 | 100.0
Nc1nc(SCC(=O)NCc2ccc(F)cc2)[nH]c(=O)c1NC(=O)c1ccc(Cl)cc1 | 42.7 | 95.0 | -2.4 | -2.0 | -0.8 | 0.5 | -0.1 | -1.0 | 100.0
CC(C)=CC[N+]1(C)CCCCC1 | 14.7 | 118.0 | -7.1 | 12.0 | -1.4 | 0.4 | 0.6 | -3.2 | 100.0
Cc1ccc(S(=O)(=O)N[C@H](C(=O)N2CCC(C(=O)N3CCC[C@H]3C(=O)O)CC2)C(C)C)cc1 | -26.8 | 84.0 | -11.0 | -8.0 | 0.1 | / | / | -1.6 | 83.0
NS(=O)(=O)OCCCc1ccc(C(F)(F)F)cc1 | 27.2 | 103.0 | -1.7 | 5.0 | 2.3 | -0.1 | 1.9 | 3.2 | 100.0
CSCC[C@H](NC(=O)Nc1ccc(OC(F)(F)F)cc1)C(=O)O | 13.0 | 104.0 | 38.6 | 1.0 | -4.2 | 0.7 | -0.5 | 6.2 | 105.0
CSc1cccc(NC(=S)N(Cc2ccc(C)cc2)Cc2cccnc2)c1 | 12.3 | 108.0 | -5.1 | 4.0 | -19.5 | 0.3 | 1.0 | -6.0 | 111.0
C(=N\N1CCN(Cc2ccccc2)CC1)/c1cccs1 | 35.6 | 101.0 | -3.4 | 1.0 | -10.0 | -0.9 | -1.0 | 7.3 | 100.0
COc1ccc(-n2ncc3c(NC(C)C)ncnc32)cc1 | 4.2 | 93.0 | 15.4 | -4.0 | 16.6 | 0.1 | -0.4 | -2.7 | 92.0
COc1ccc(C(=O)OC(C)C(=O)NC(C)CCc2ccccc2)cc1[N+](=O)[O-] (configuration not stated) | 15.5 | 97.0 | 36.6 | -6.0 | -1.3 | 4.3 | 3.5 | -7.7 | 100.0
O=C(Nc1ccc(F)cc1)c1csc(Cc2ccccc2)n1 | 1.9 | 98.0 | 12.4 | -1.0 | 1.6 | 1.5 | -0.6 | -7.2 | 103.0
CCN1CCN(C(=O)c2cc3cc4cc(OC)ccc4nc3s2)CC1 | -1.2 | / | -43.1 | / | 2.9 | 0.2 | -0.5 | 2.1 | /
Cc1nn(Cc2ccc([N+](=O)[O-])cc2)c(=O)n1-c1ccc(F)cc1 | 34.2 | 94.0 | 3.3 | -1.0 | -0.7 | -0.4 | -0.3 | -0.8 | 99.0
Cc1cccn2cc(CNC(=O)c3ccc(Br)o3)nc12 | -10.6 | 104.0 | 23.7 | 7.0 | -14.1 | 0.4 | -0.7 | / | 100.0
CCC(=O)NC1(C(F)(F)F)C(=O)Nc2c1c(=O)[nH]c(=O)n2Cc1ccco1 (configuration not stated) | 20.3 | 104.0 | 6.7 | -5.0 | 3.9 | 0.4 | 1.0 | 0.7 | 94.0
O=C(c1ccc(O)cc1)c1ccc(C(=O)c2ccc(O)cc2)cc1 | 9.5&18.3 | 97.0 | -5.9&5.0 | 2.0 | -5.9&-13.2 | 9.3 | 12.5 | -3.7 | 100.0
O=C(c1ccc(C(=O)N2CCCc3ccccc32)s1)N1CCCc2ccccc21 | 7.2 | 94.0 | 13.4 | -7.0 | 6.2 | 0.5 | -1.8 | -4.8 | 96.0
COc1ccc(CN2CCCN(S(=O)(=O)c3ccc(Br)cc3)CC2)cc1 | 18.1 | 116.0 | 39.9 | 4.0 | 7.1 | 1.2 | 0.5 | -5.6 | 105.0
COC(=O)c1ccccc1NC(=O)CN1CCC(C)CC1 | 12.1 | 98.0 | 33.5 | 1.0 | -15.7 | -1.9 | -2.6 | -0.5 | 101.0
NC1=NC(=O)/C(=C/c2cn(Cc3ccccc3)c3ccccc23)S1 | 25.1 | 100.0 | -5.2 | 4.0 | 4.3 | -0.3 | -1.7 | -3.0 | 94.0
COC(=O)c1c(NC(=O)CC2Nc3ccccc3NC2=O)sc(C)c1C (configuration not stated) | 0.2 | 95.0 | 35.8 | 2.0 | -16.2 | 1.7 | 0.8 | -8.5 | 99.0
CC1(C)Cc2c(sc(NC(=O)c3ccco3)c2C#N)CO1 | -23.1 | 93.0 | 19.3 | -7.0 | -8.8 | -0.1 | -0.8 | -4.0 | 88.0
O=c1c2cccnc2[nH]c(=S)n1CCCN1CCN(c2ccccc2F)CC1 | -20.4 | / | 9.1 | / | -1.3 | 0.6 | 1.5 | -0.4 | /
C=CCOc1ccc(CNC(C)(C)CO)cc1OCC | 9.8 | 109.0 | 7.2 | 12.0 | -9.2 | 0.5 | -0.1 | -2.8 | 106.0
COc1cccc(OCC(=O)NNC(=O)c2ccc3ccccc3c2O)c1 | 2.4 | 93.0 | / | -3.0 | -13.7 | / | / | -2.4 | 93.0
C/C(=N\Nc1nc(C)cc(C)n1)c1ccc(N2CCOCC2)cc1 | -5.3 | 105.0 | -32.9 | -1.0 | 1.2 | 0.8 | 0.2 | 4.6 | 101.0
C/C(=N\NC(N)=O)c1c(F)cccc1F | 18.7 | 97.0 | 12.2 | 0.0 | -8.2 | -1.0 | 0.4 | -4.1 | 99.0
O=C(CC1C(=O)NCCN1C/C=C/c1ccccc1)NCCc1ccncc1 (configuration not stated) | 8.5 | 97.0 | 27.8 | -21.0 | -11.4 | 1.6 | 0.2 | 0.8 | 85.0
Cn1c(=O)[nH]c(=O)c2c1nc(N/N=C/C(Br)=C/c1ccccc1)n2CCO | / | 93.0 | 8.1 | -25.0 | -11.1 | 0.1 | 0.2 | 6.5 | 88.0
O=C(CNC(=O)c1cccs1)NCC(=O)OCc1ccc(Cl)cc1 | -4.7 | 96.0 | 31.5 | -2.0 | 8.7 | 0.3 | -0.3 | -5.5 | 90.0
O=C(COc1ccccc1)Nc1ncc2c(n1)CCCC2=O | 7.5 | 100.0 | 7.1 | 12.0 | -8.0 | 2.5 | -0.7 | -4.0 | 106.0
N#Cc1cnc2sc3ccccc3n2c1=N | 4.6 | 93.0 | 13.8 | -9.0 | -4.4 | 1.2 | 1.8 | -3.8 | 96.0
S=c1nc(NCc2ccc3c(c2)OCO3)c2ccccc2[nH]1 | 22.5 | 101.0 | 15.0 | -5.0 | 0.8 | / | / | -3.6 | 100.0
CCOc1ccc(CCNC(=O)CCS(=O)(=O)c2ccc(OC)cc2)cc1OCC | 0.8 | 101.0 | 3.3 | 8.0 | -17.1 | -0.6 | -0.6 | -2.8 | 101.0
Cc1csc(SCC(=O)N(C)c2c(N)n(Cc3ccccc3)c(=O)[nH]c2=O)n1 | -11.1 | 52.0 | -101.8 | -55.0 | 1.6 | -0.1 | 0.5 | -6.7 | 84.0
Cc1ccc(C)c(OCc2ccc(C(=O)NN)o2)c1 | 15.9 | 66.0 | 45.0 | -34.0 | -0.5 | 4.8 | 0.4 | 5.0 | 64.0
COc1ccc(S(=O)(=O)N2CCC(C(=O)Oc3cccc(C)c3)CC2)cc1OC | 20.5 | 106.0 | 14.5 | 4.0 | -16.4 | 1.1 | -0.8 | -0.8 | 100.0
COc1ccc(N2CCN(C(=O)CN(C)S(=O)(=O)c3ccc4c(c3)c(=O)n(C)c(=O)n4C)CC2)cc1 | 6.3 | 74.0 | -15.2 | -13.0 | -5.5 | -1.2 | -1.8 | -4.7 | 89.0
Cc1cccc(NC(=O)c2ccc(-n3ccnc3)nc2)c1 | 30.3 | 80.0 | -33.3 | -9.0 | -7.7 | 0.3 | 0.4 | -5.4 | 81.0
CCOC(=O)CSc1nc(=O)n2ccc(C)cc2n1 | -4.2 | 92.0 | 40.8 | -7.0 | -3.0 | 0.0 | 0.2 | -1.4 | 99.0
CCN(CC)CCNC(=O)c1ccc(NC2=NC3CS(=O)(=O)CC3S2)cc1 (configuration not stated) | 28.4 | 115.0 | -19.2 | 14.0 | -4.0 | 0.4 | 1.2 | / | 107.0
O=C(NCCN1CCOCC1)c1ccccc1Oc1ccccc1 | 7.0 | 106.0 | 32.3 | 6.0 | -3.8 | 0.2 | -0.5 | -2.1 | 102.0
CCc1ccc(NC(=O)CCNC(=O)Cn2ccc3ccccc3c2=O)cc1 | 10.2 | 99.0 | 0.0 | -5.0 | -0.9 | -0.3 | -0.4 | -8.1 | 102.0
CCCCn1c(NC(C)CC)nc2c1c(=O)[nH]c(=O)n2C (configuration not stated) | -19.3 | 96.0 | 6.3 | -3.0 | -10.6 | -0.6 | -0.3 | -3.6 | 95.0
O=c1c2ccccc2nc2n1CCCN2 | -1.3 | 86.0 | 17.9 | -11.0 | -9.0 | 0.2 | 0.4 | -5.6 | 91.0
O=C(Cc1cccc2ccccc12)N/N=C/c1ccc(Sc2cccc3cccnc23)o1 | 3.9 | / | 80.2* | / | -17.5 | -0.6 | -0.4 | -4.5 | /
CN(C)c1cccc(C(=O)NCC2CCCO2)c1 (configuration not stated) | 7.5 | 93.0 | 32.0 | -10.0 | 1.6 | 1.5 | -0.9 | 1.6 | 91.0
O=C(Nc1ccc(NC(=O)c2ccccc2F)cc1)c1ccccc1F | 7.9 | 105.0 | 19.1 | 3.0 | -9.0 | / | / | -1.7 | 102.0
N#C/C(=C\c1cccc(O)c1)C(=O)Nc1ccc2c(c1)OCCO2 | 6.5 | 100.0 | 29.0 | -5.0 | -8.0 | -0.4 | -0.6 | -8.8 | 95.0
CCCN(CC(=O)Nc1ccccc1C)C(=O)/C=C/c1cccs1 | / | 108.0 | 1.6 | 1.0 | -8.3 | -1.2 | -2.0 | -2.1 | 140.0*
COC(=O)[C@@H]1CC[C@H](C)[C@@H](c2ccc(C)cc2)N1C(=O)c1ccc(/C=N/O[C@@H](C)CN2CCCCc3nc(C)c(C)cc32)cc1 | 6.2 | 103.0 | -1.4 | -4.0 | 7.8 | -0.2 | -1.1 | / | 96.0
Cn1c(C(=O)NCCOc2ccccc2Cl)cc(=O)n(C)c1=O | 2.0 | 103.0 | 2.0 | 6.0 | -6.9 | 0.2 | 0.4 | 0.0 | 101.0
Cc1c(C)n(CCc2ccccc2)c2ncnc(NCCCN(C)C)c12 | 25.6 | 112.0 | -10.9 | 2.0 | 16.7 | 0.6 | -1.6 | -12.1 | 104.0
CCOC(=O)CNC(=O)CSc1nc(-c2ccc(OC)cc2)ns1 | 2.3 | 102.0 | -84.5 | 0.0 | 1.1 | 1.3 | 2.3 | 1.1 | 102.0
C=CCN(C(=O)CCC(=O)Nc1cc(C)on1)C(C(=O)NC(C)(C)C)c1cccc(OC)c1OC (configuration not stated) | 1.0 | 104.0 | -9.6 | 4.0 | -5.0 | -0.6 | -0.9 | -6.1 | 101.0
CCCOc1ccc(/C=C/C(=O)N2CCN(c3ccccn3)CC2)cc1 | -0.3 | 99.0 | 32.5 | 0.0 | 0.1 | -0.6 | -2.4 | -4.4 | 99.0

Entries listed so far containing a nitro group on carbon, in the order listed:
SMILES | NALP1 inh | MEKK2 WT-MEK5 | PHOSPHO1 inh | MEKK2 mut-MEK5 | GPR7 antag | V1R ag counter | OXTR ag | GalR3 antagonist | MEKK3 PB1 HTS
COc1ccc(C(=O)OC(C)C(=O)NC(C)CCc2ccccc2)cc1[N+](=O)[O-] (configuration not stated) | 15.5 | 97.0 | 36.6 | -6.0 | -1.3 | 4.3 | 3.5 | -7.7 | 100.0
Cc1nn(Cc2ccc([N+](=O)[O-])cc2)c(=O)n1-c1ccc(F)cc1 | 34.2 | 94.0 | 3.3 | -1.0 | -0.7 | -0.4 | -0.3 | -0.8 | 99.0
